# FLuc stim CS = affects firefly luciferase, flagging false hits in luciferase stimulation screens; activation factor at 10 µM; 200,000 tested, under 10 active; AID 1027; ATPlite luciferase biochemical, luminescence, 10 min; 0 = ATP-free wells, 1 = DMSO control; P08659;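 active means luciferase activation factor, scaled between plate controls, of at least 2 with compound at 10 µM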
# Target sequence (P08659 whole entry, looked up): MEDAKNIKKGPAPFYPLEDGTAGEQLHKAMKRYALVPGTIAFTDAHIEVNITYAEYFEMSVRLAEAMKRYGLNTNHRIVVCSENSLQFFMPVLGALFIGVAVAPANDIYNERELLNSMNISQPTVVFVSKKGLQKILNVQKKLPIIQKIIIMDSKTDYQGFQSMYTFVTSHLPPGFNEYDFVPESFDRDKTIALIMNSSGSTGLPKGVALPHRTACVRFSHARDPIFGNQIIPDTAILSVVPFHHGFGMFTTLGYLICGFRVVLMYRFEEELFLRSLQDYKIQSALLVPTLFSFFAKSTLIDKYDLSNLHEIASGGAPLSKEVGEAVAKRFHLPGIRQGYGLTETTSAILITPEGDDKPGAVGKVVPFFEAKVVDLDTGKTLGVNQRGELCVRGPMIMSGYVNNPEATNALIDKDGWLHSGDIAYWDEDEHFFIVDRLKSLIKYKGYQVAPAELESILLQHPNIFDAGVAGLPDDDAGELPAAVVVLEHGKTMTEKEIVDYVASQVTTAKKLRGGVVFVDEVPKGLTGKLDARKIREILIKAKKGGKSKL
#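 Assay system: Luciferase/luciferin detection reagent, cell-free biochemical luciferase assay / Read-out: luciferase activation / Benchmarks: No-ATP low control, compound-free enzyme-plus-ATP high control / Medium: PBS buffer for ATP / Detection: luminescence measurement of luciferase light output / Schedule: 10 min at ambient temperature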
# FLuc inhib CS = Photinus pyralis luciferase inhibition counter-screen | AID 1006 | ATPLite firefly luciferase biochemical luminescence, 10 min | inhibition, % at 10 µM | actives 1.5% (n = 200,000) | P08659;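 active means inhibition above about 50% when tested at 10 µM, limit read from the data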
# G6PDH CS = inhibits Leuconostoc G6PDH, flagging false hits in G6PDH-based assays; actives 0.12% (n = 200,000); inhibition, % at 5 µM; AID 1020; Purified L. mesenteroides G6PDH, diaphorase/resazurin coupled fluorescence, 45 min; in the data active means inhibition above about 50%
# Hsp70 activator = switches on Hsp70 transcription; HeLa Hsp70 promoter luciferase reporter, luminescence; scaled: vehicle 0, proteasome-inhibitor control 100%; activation, % at 10 µM; actives 0.04% (n = 200,000); AID 1203;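 active means activation above the mean across all tested compounds plus 3 SD, cutoff set per campaign, cut at about 5.5% in these data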;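 further: 100% = MG132 at 30 µM as the positive control and 0% = DMSO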
# Redox H2O2 prof = compounds producing H2O2 with reducing agent – biochemical, NIH compound library profiling, artefact control for MLSCN library redox annotation, primary screen | DTT-dependent redox cycling H2O2, phenol red/HRP absorbance; 100% = 100 µM peroxide control, 0% = buffer | activation, % at 10 µM | actives 0.03% (n = 200,000) | AID 878;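 active means activation of at least 50% relative to the plate's high and low controls in the primary single-dose screen; inactive means activation below 50%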;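 further: compound incubated with DTT at 0.8 mM final as the reducing agent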
# Efa HMGR inh = E. faecalis class II HMG-CoA reductase inhibition; inhibition, % at 10 µM; AID 1066; actives 0.41% (n = 190,000); purified E. faecalis HMGR, NADPH absorbance 340 nm kinetic;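 active means inhibition above a set limit, the median over all tested compounds plus 3 SD, cut at about 9.5% in these data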;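 further: enzyme runs in reverse so mevalonate oxidation gives rising NADPH absorbance; 0% = complete reaction with DMSO and 100% = background rate lacking mevalonate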
# APP 5'UTR act = APP 5'UTR luciferase reporter activation; SH-SY5Y APP 5'UTR luciferase reporter, luminescence; zero percent = DMSO vehicle wells; activation, % at 2 µM; actives 1% (n = 190,000);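 active means activation above a set limit, based on mean plus 3 SD of controls, cut at about 140% in these data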; further: values of inactives mirror those of a sister screen read the other way
# STAT1 activator = activators of IFN-gamma induced STAT1 signaling | AID 932 | activation (% of control), % at 5.5 µM | NIH 3T3 STAT1-luciferase reporter, luminescence; 100% = IFN-gamma alone, no compound | actives 2.6% (n = 200,000);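 active means activation above the screen-wide mean activation plus 3 SD, cut at about 130% in these data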;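 further: raw ratio to IFN-gamma control signal so 100% means no change and 0% no light; values of inactives mirror those of a sister screen read the other way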
# NF-kB neuron act = compounds increasing NF-kB expression in human neuronal cells | NF-kB reporter expression; stronger effect = higher value | fold change at 12.5 µM | actives 1.6% (n = 190,000); in the data active means fold change above about 3.3
# APP transl inh = APP translation inhibition. SH-SY5Y APP 5'UTR-luciferase reporter, luminescence. inhibition, % at 2 µM. actives 0.82% (n = 190,000). AID 1285;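 active means inhibition above a set limit, derived from the sample mean plus 3 SD, cut at about 45% in these data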; further: values of inactives mirror those of a sister screen read the other way
# An asterisk follows results filed as active.
# Screens by letter – A = FLuc stim CS; B = FLuc inhib CS; C = G6PDH CS; D = Hsp70 activator; E = Redox H2O2 prof; F = Efa HMGR inh; G = APP 5'UTR act; H = STAT1 activator; I = NF-kB neuron act; J = APP transl inh
Cc1cccc(N2CCN(C(=O)CCCOc3ccccc3)CC2)c1C
  A = 1.1; B = -6; C = 17; D = 0.1; E = -1.0; F = -4; G = 101; H = 132*; I = 2; J = -101

Cc1sc2ncnc(SCC(=O)NC(=O)NCc3ccco3)c2c1C
  A = 1; B = -4; C = 1; D = -0.2; E = 3.1; F = 0; G = -29; H = 94; I = 1.1; J = 28

COCCNC(=S)N/N=C1\CC(C)CC(C)(C)C1 (stereo unspecified)
  A = 1; B = 4; C = 5; D = -0.1; E = -0.2; F = -3; G = -1; H = 103; I = 1.2; J = 1

C[C@@](Cc1ccc(O)c(O)c1)(NN)C(=O)O
  A = 1.1; B = -7; C = 15; D = 0.8; E = 1.2; F = -7; G = 13; H = 95; I = 1.3; J = -13

CCc1ccc(S(=O)(=O)NCCc2cn3ccc(C)cc3n2)s1
  A = 1.1; B = -6; C = 2; D = -0.1; E = 4.1; F = 4; G = 7; H = 103; I = 1.3; J = -7

Cc1sc2ncnc(SCC(=O)NCC(C)C)c2c1C
  A = 1.1; B = -11; C = 5; D = -0.1; E = -1.8; F = -4; G = -25; H = 98; I = 1.1; J = 25

O=C(CSCc1ccc(Cl)cc1)Nc1cc([N+](=O)[O-])ccc1O
  A = 1; B = -4; C = 16; D = 0.1; E = 2.3; F = 0; G = 5; H = 106; I = 0.7; J = -5

COc1ccc(NCc2nnc(SCC(=O)NCc3ccco3)n2-c2ccccc2OC)cc1
  A = 1.1; B = -8; C = 14; D = -0.4; E = 1.1; F = 2; G = 5; H = 100; I = 1.2; J = -5

COc1ccc(-n2c(C)cc(-c3csc(N)n3)c2C)cc1
  A = 1; B = 1; C = -7; D = -0.2; E = 0.7; F = -1; G = -3; H = 97; I = 0.88; J = 3

CCc1nc2ccccc2c(=O)n1NC(=O)c1c(O)c2ccccc2n(CC)c1=O
  A = 1.1; B = -8; C = 10; D = -0.3; E = -1.0; F = -4; G = -2; H = 93; I = 0.91; J = 2

CN(C)CCCOC(=O)c1ccc(Cl)cc1
  A = 1; B = -5; C = 2; D = -0.1; E = 0.6; F = 4; G = -7; H = 104; I = 0.98; J = 7

CC(C)Cc1csc(NC(=O)c2ccc(Cl)cc2)c1C(=O)O
  A = 0.7; B = 27; C = -11; D = -0.2; E = 0.1; F = -9; G = 4; H = 98; I = 1.3; J = -4

Cc1cc2ccccc2n1CCNC(=O)COc1ccc2ccccc2c1
  A = 1.1; B = -6; C = -37; D = -0.2; E = -1.2; F = -6; G = -14; H = 95; I = 1.3; J = 14

COc1ccccc1NC(=O)[C@H](COCc1ccccc1)NC(=O)OC(C)(C)C
  A = 1.1; B = -8; C = 2; D = -0.4; E = -4.7; F = 0; G = 28; H = 92; I = 0.71; J = -28

CC(=O)N1c2ccc(Cl)cc2C2C=CCC2C1c1cccc2ccccc12 (stereo unspecified)
  A = 1; B = -3; C = -5; D = -0.3; E = 1.0; F = -4; G = -10; H = 84; I = 1.2; J = 10

# Already shown: entries from further up.
# Screens by letter – A = FLuc stim CS; B = FLuc inhib CS; C = G6PDH CS; D = Hsp70 activator; E = Redox H2O2 prof; F = Efa HMGR inh; G = APP 5'UTR act; H = STAT1 activator; I = NF-kB neuron act; J = APP transl inh
Cc1cccc(N2CCN(C(=O)CCCOc3ccccc3)CC2)c1C
  A = 1.1; B = -6; C = 17; D = 0.1; E = -1.0; F = -4; G = 101; H = 132*; I = 2; J = -101

Cc1sc2ncnc(SCC(=O)NC(=O)NCc3ccco3)c2c1C
  A = 1; B = -4; C = 1; D = -0.2; E = 3.1; F = 0; G = -29; H = 94; I = 1.1; J = 28

COCCNC(=S)N/N=C1\CC(C)CC(C)(C)C1 (stereo unspecified)
  A = 1; B = 4; C = 5; D = -0.1; E = -0.2; F = -3; G = -1; H = 103; I = 1.2; J = 1

C[C@@](Cc1ccc(O)c(O)c1)(NN)C(=O)O
  A = 1.1; B = -7; C = 15; D = 0.8; E = 1.2; F = -7; G = 13; H = 95; I = 1.3; J = -13

CCc1ccc(S(=O)(=O)NCCc2cn3ccc(C)cc3n2)s1
  A = 1.1; B = -6; C = 2; D = -0.1; E = 4.1; F = 4; G = 7; H = 103; I = 1.3; J = -7

Cc1sc2ncnc(SCC(=O)NCC(C)C)c2c1C
  A = 1.1; B = -11; C = 5; D = -0.1; E = -1.8; F = -4; G = -25; H = 98; I = 1.1; J = 25

O=C(CSCc1ccc(Cl)cc1)Nc1cc([N+](=O)[O-])ccc1O
  A = 1; B = -4; C = 16; D = 0.1; E = 2.3; F = 0; G = 5; H = 106; I = 0.7; J = -5

COc1ccc(NCc2nnc(SCC(=O)NCc3ccco3)n2-c2ccccc2OC)cc1
  A = 1.1; B = -8; C = 14; D = -0.4; E = 1.1; F = 2; G = 5; H = 100; I = 1.2; J = -5

COc1ccc(-n2c(C)cc(-c3csc(N)n3)c2C)cc1
  A = 1; B = 1; C = -7; D = -0.2; E = 0.7; F = -1; G = -3; H = 97; I = 0.88; J = 3

CCc1nc2ccccc2c(=O)n1NC(=O)c1c(O)c2ccccc2n(CC)c1=O
  A = 1.1; B = -8; C = 10; D = -0.3; E = -1.0; F = -4; G = -2; H = 93; I = 0.91; J = 2

CN(C)CCCOC(=O)c1ccc(Cl)cc1
  A = 1; B = -5; C = 2; D = -0.1; E = 0.6; F = 4; G = -7; H = 104; I = 0.98; J = 7

# (more compounds)
# Screens by letter – A = FLuc stim CS; B = FLuc inhib CS; C = G6PDH CS; D = Hsp70 activator; E = Redox H2O2 prof; F = Efa HMGR inh; G = APP 5'UTR act; H = STAT1 activator; I = NF-kB neuron act; J = APP transl inh
CCOC(=O)C(CCCOc1ccccc1C)C(=O)OCC
  A = 1; B = 0; C = 12; D = 0.1; E = 0.4; F = -6; G = 30; H = 98; I = 1.5; J = -30

O=C(Nc1ccccc1F)NC1CCN(Cc2nnnn2Cc2ccc(F)cc2)CC1
  A = 1.1; B = -5; C = -2; D = -0.1; E = 0.0; F = 3; G = 12; H = 90; I = 0.98; J = -12

CCn1c(COc2ccccc2)nnc1SCC(=O)C(C)(C)C
  A = 1; B = -4; C = 4; D = 0.2; E = -0.1; F = 2; G = 3; H = 94; I = 0.96; J = -3

CCCCC(=O)NS(=O)(=O)c1ccc(NS(C)(=O)=O)cc1
  A = 1.1; B = -7; C = -3; D = -0.3; E = 0.5; F = -1; G = 16; H = 92; I = 1.6; J = -16

Cc1cccc(NC(=O)NCCc2ccc(Cl)cc2)c1
  A = 1; B = -4; C = 3; D = 0.1; E = 0.1; F = -3; G = 2; H = 102; I = 1.2; J = -2

CC(C)CCN(C(=O)CNC(=O)c1ccco1)C(C(=O)NC1CCCCC1)c1ccco1 (stereo unspecified)
  A = 1.1; B = -8; C = 5; D = -0.5; E = -0.3; F = -6; G = 0; H = 95; I = 0.32; J = 0

Cc1sc2ncn(CC(=O)NCCCC(=O)N3CCN(c4ccccc4)CC3)c(=O)c2c1C
  A = 1; B = 1; C = -2; D = -0.1; E = 0.6; F = 0; G = -2; H = 97; I = 1.2; J = 2

CCN(C(=O)[C@@H]1CCCN1C(=O)c1cccs1)c1nc2cc(Cl)ccc2s1
  A = 1; B = -2; C = -4; D = -0.2; E = -0.3; F = -3; G = 9; H = 95; I = 1.1; J = -9

COc1cc(NS(=O)(=O)c2ccc(NC(=O)COc3ccc(C)cc3C)cc2)nc(OC)n1
  A = 1; B = -2; C = 4; D = -0.4; E = 0.4; F = -3; G = -2; H = 104; I = 1; J = 2

Cc1ccc(-c2nnn(CCC(=O)NC(C)(C)C)n2)cc1
  A = 1.1; B = -6; C = -8; D = -0.3; E = 1.6; F = -3; G = 11; H = 122; I = 2.3; J = -10

COc1ccc(CN2CCN(S(=O)(=O)c3ccc(F)cc3)CC2)cc1OC
  A = 1; B = -2; C = 5; D = -0.3; E = -0.6; F = -1; G = -4; H = 98; I = 0.81; J = 4

Cc1c(C(=O)N2CCN(Cc3ccc4c(c3)OCO4)CC2)cccc1[N+](=O)[O-]
  A = 1; B = -2; C = 6; D = -0.6; E = 0.1; F = 4; G = -21; H = 104; I = 1.4; J = 21

COC(=O)NCc1ccc2c(c1)OCO2
  A = 1; B = -4; C = 8; D = -0.3; E = 0.1; F = 3; G = -12; H = 102; I = 1.1; J = 12

CCc1ccc(CN(C)C(=O)CCc2nnc(CCc3cccc(OC)c3)o2)nc1
  A = 1; B = -4; C = 13; D = -0.4; E = -0.7; F = -6; G = 1; H = 95; I = 1; J = -1

O=C(c1ccc(-c2ccccc2)cc1)N1CCN(Cc2ccccn2)CC1
  A = 1; B = -4; C = 3; D = -0.1; E = 0.3; F = 1; G = -9; H = 104; I = 1.1; J = 10

# The list continues.
structure,FLuc stim CS,FLuc inhib CS,G6PDH CS,Hsp70 activator,Redox H2O2 prof,Efa HMGR inh,APP 5'UTR act,STAT1 activator,NF-kB neuron act,APP transl inh
O=c1oc2ccc([N+](=O)[O-])cc2c(N2CCOCC2)c1[N+](=O)[O-],1,-3,1,-0.2,-0.5,-1,-3,108,1,3
O=C(NCc1ccccn1)C(=O)NCc1ccccn1,1,-3,6,0.2,-0.1,-1,-9,113,1.1,9
Cc1ccc(NC(=S)NNC(=O)C2CC2c2ccc(C)cc2)cc1 (stereo unspecified),1.1,-7,4,-0.2,-1.4,-7,9,91,1.1,-9
Cc1cc2cc(CNC(=O)Cc3ccc([N+](=O)[O-])cc3)ccc2[nH]1,1,0,5,-0.2,1.0,3,24,104,1.1,-24
Cc1ccc2[nH]c(=O)c(C(c3nnnn3C(C)(C)C)N3CCN(C(=O)c4ccco4)CC3)cc2c1 (stereo unspecified),1,-1,4,-0.2,2.5,0,-3,94,1.1,4
CN(C)c1ccc(N/C=C/C(=O)c2ccc(F)cc2)cc1,0.4,58*,-39,0.6,0.8,2,67,120,4.6*,-67
Cc1ccc([N+](=O)[O-])cc1S(=O)(=O)N1CCCC1,1,3,21,-0.2,-0.3,-3,4,97,1.3,-4
O=[N+]([O-])c1ccc(O)c(/C=N\N=C2c3ccccc3-c3ccccc32)c1,1.1,-6,5,-0.6,1.0,3,2,96,0.43,-2
CCOc1ccccc1C(=O)NCCC(=O)O,1.1,-8,-5,0.3,1.2,-5,11,98,1.6,-11
O=C(NCC(=O)N(c1ccc2c(c1)OCO2)C(C(=O)NC1CCCC1)c1cccs1)c1ccco1 (stereo unspecified),1,-3,6,-0.1,2.9,-3,-8,104,1.1,8
CN(C)c1nc(SCC#N)nc(N(C)C)n1,1.1,-9,3,-0.3,2.2,-3,-2,97,0.87,2
CCOc1ccc(N(CC(=O)N2CC=C(c3ccccc3)CC2)S(=O)(=O)c2c(C)noc2C)cc1,1.1,-7,3,-0.3,-2.1,0,2,95,0.88,-2
Cc1ccc(C(C[N+](=O)[O-])c2c(-c3ccccc3O)[nH][nH]c2=O)cc1 (stereo unspecified),1,-1,15,-0.4,-0.2,3,-5,112,2.8,5
COc1ccc(COc2cc(-c3cccc(OC)c3)nc3ccc(NC(=O)C(C)C)cc23)cc1,1,4,12,0.1,0.5,-6,-14,97,0.72,14
CCOC(=O)COc1ccc(C2NC(C(=O)O)CS2)cc1 (stereo unspecified),1.1,-6,-14,-0.2,-2.3,0,-13,99,1.1,13
